EPAC1 agonist = agonists of human EPAC1 | O95398 | EPAC1 agonist qHTS, biochemical assay; response scale: 100% = response to 6.5 mM cAMP | Potency, µM (series often up to 154 µM), for inactives: top-dose activation, actives largely listed as activators | hit rate 0.073% among 360,000 | AID 720707; further: potency means the concentration at half of the fitted maximal effect; nearly all actives have a fitted effect of over 60% in size
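Fluorescent GDP-exchange assay: 100 nM EPAC1 with 250 nM Rap1B preloaded with BODIPY-GDP and 50 uM GDP; compounds tested as concentration series, 5 min at room temperature, then read every 5 min for 30 min (ex 480/em 540 nm); normalized to 6.5 mM cAMP.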
EPAC1 antagonist = blocks human EPAC1 exchange factor | hit rate 0.14% among 360,000 | EPAC1 GEF assay, Rap1b-BODIPY-GDP exchange fluorescence | AID 720709 | Potency, µM (highest dose often 115 µM), for inactives: at the highest dose activity change, negative = inhibition, most hits filed as inhibitors | O95398;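 further: potency means the concentration at half of the fitted maximal effect; plate controls were vehicle for no effect and positive control for full effect; nearly all actives have a fitted effect of over 50% in size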
PLK1 PBD inh = PLK1 (human) polo-box domain binding inhibition; AID 720504; hit rate 2.8% among 360,000; P53350; Plk1 PBD binding of FITC phosphopeptide, fluorescence polarization; Potency, µM, without a hit: max response, negative = inhibition, hits mostly inhibitors; further: potency means the concentration at half of the fitted maximal effect; series mostly up to about 57 µM; on the % scale 0 is the no-effect control and ±100 the full control effect; nearly all actives have a fitted effect of over 65% in size
GLP1R inv ag = inverse agonists of human GLP-1 receptor; P43220; hit rate 1.6% among 410,000; HEK293 GLP-1R CRE-luciferase, luminescence, 24 h; GLP-1R form is constitutively active; Potency, µM (titrated, usually from 38.3 µM), for inactives: at the highest dose activity change, negative = inhibition, usual class: inhibitors; further: potency means the concentration at half of the fitted maximal effect; on the % scale 0 is the no-effect control and ±100 the full control effect; nearly all actives have a fitted effect of over 55% in size
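HEK293 cells stably co-expressing constitutively active GLP-1R and a cAMP-responsive luciferase reporter were seeded in DMEM with 10% Nu serum, given compounds after 12 h, and incubated 24 h at 37 deg C. Luminescence was then read.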
PI5P4K alpha inh = PI5P4K alpha (human) kinase inhibition; P48426; PI5P4Kalpha enzyme, ADP-Glo luminescence, 60 min; stronger effect = lower value; max response, %; hit rate 1.2% among 330,000; active means max response of -50% or lower; inconclusive means between -30% and -50%; inactive means -30% or higher; further: value at the top dose of about 77 µM; on the % scale 0 is the no-effect control and ±100 the full control effect
Target sequence (P48426 whole entry, looked up): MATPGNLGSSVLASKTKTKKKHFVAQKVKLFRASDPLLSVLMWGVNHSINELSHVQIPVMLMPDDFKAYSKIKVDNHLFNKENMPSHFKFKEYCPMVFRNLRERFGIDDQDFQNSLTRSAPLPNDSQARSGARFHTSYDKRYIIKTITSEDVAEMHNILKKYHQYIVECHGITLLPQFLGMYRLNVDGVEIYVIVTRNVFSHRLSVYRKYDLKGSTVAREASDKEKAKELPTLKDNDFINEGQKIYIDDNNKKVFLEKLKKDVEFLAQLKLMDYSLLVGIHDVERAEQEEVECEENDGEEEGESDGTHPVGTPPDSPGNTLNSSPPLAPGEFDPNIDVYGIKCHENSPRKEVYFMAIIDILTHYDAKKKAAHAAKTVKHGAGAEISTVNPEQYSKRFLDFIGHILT
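qHTS, 1536-well: enzyme/substrate mix, compound by pin tool, 5 microM ATP final; RT 60 min; ADP-Glo reagents 1 (45 min) then 2 (30 min); luminescence.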
GLP-1R agonist = GLP-1 receptor (human) agonism | HEK293 GLP-1R CRE-luciferase, luminescence, 4-6 h; cells express a hypersensitive GLP-1R form | Potency, µM (series often up to 45.6 µM), inactives show at the highest dose activation, most hits filed as activators | P43220 | hit rate 0.007% among 380,000; further: potency means the concentration at half of the fitted maximal effect; % of control where 0% means no effect
IL-2 act = activates IL-2 in a cell-based reporter assay. hit rate 0.065% among 360,000. IL-2 activation reporter assay, cell-based qHTS; stimulated with anti-CD3/CD4/CD28 beads; in transgenic mouse T cells. activation, % (series mostly up to about 46 µM). AID 652025; in the data active means activation above about 50%; inconclusive means mostly about 30% to 49%; further: 0% is about no effect
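Unstimulated transgenic mouse T cells, 750 per well, received compound and, after 60 minutes, anti-CD3/anti-CD4 bead plus anti-CD28 stimulation. EGFP and DsRed were quantified after 18 hours.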
PTHR1 ag = agonists of human PTHR1 parathyroid hormone receptor; Q03431; HEK293 GP2 PTHR1 cells, GloSensor cAMP luminescence, 1 h; Potency, µM (titrated, usually from 115 µM), inactives show top-dose activation, most hits filed as activators; hit rate 0.075% among 410,000; AID 743266; further: potency means the concentration at half of the fitted maximal effect; nearly all actives have a fitted effect of over 55% in size; some results filed as inactive show a strong effect at the top dose; inactives centre near -15; many of its hits are not listed in these tables
Target sequence (Q03431 whole entry, looked up): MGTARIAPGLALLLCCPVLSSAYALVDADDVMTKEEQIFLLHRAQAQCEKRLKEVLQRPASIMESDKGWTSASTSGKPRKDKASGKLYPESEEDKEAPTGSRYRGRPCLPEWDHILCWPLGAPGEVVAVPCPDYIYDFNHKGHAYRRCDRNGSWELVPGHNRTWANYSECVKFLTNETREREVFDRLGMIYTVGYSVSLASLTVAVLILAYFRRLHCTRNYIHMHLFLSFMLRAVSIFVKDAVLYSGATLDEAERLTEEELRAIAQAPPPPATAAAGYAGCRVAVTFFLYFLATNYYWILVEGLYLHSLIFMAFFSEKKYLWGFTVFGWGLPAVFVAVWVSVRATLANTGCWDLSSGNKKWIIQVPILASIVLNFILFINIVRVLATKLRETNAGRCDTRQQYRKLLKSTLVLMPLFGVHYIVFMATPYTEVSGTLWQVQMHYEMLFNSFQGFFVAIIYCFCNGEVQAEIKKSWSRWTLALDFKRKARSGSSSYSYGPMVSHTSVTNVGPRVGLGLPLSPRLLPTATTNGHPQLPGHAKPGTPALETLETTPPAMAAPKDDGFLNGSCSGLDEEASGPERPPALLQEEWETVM
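HEK-293-derived GP2 cells expressing PTHR1 and a GloSensor cAMP reporter, 3,000/well, plated overnight, given luciferin plus IBMX (each 0.5 mM as added) for 1 h at 37 °C, then compound for 1 h at 37 °C. Luminescence was read after 15 min at room temperature.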
HEK293 tox = cytotoxic in the GLP-1 receptor inverse agonist counter-screen; HEK293 cAMP-luciferase reporter cells, luminescence, 24 h; AID 624418; hit rate 0.13% among 410,000; Potency, µM (titrated, usually from 38.3 µM), without a hit: at the highest dose activity change, negative = inhibition, usual class: inhibitors;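 further: loss of luciferase light is scored as toxicity; potency means the concentration at half of the fitted maximal effect; on the % scale 0 is the no-effect control and ±100 the full control effect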
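Quantitative HTS format, 1536 wells, 200 cells/uL seeded. Compounds: 23 nL, 24 h, 37 °C. Detection: luciferase reagent, luminescence at 12 min RT; decreased signal taken as cytotoxic.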
The depositor's hits bear a star; i = inactive; ? = inconclusive; / = not tested or not shown; [ ] = dose if it differs, or a comment. Unless noted, the call rests on the fitted dose curve; in most records, active means well fitted curve in the direction sought with a large enough effect; inconclusive means small, poorly fitted or top-dose-only effect, or another doubt; inactive means no such curve, though single readings can be large; an effect the other way counts as inactive or inconclusive.

nr	SMILES	EPAC1 agonist	EPAC1 antagonist	PLK1 PBD inh	GLP1R inv ag	PI5P4K alpha inh	GLP-1R agonist	IL-2 act	PTHR1 ag	HEK293 tox
1	Oc1c(C(c2ccccc2Cl)N2CCCC2)ccc2cccnc12 (stereo not given)	8%	-14%	7.5µM*	3.5µM*	-4	-4%	-4.4	-16%	15%
2	COc1ccc(OC)c(NC(=O)COC(=O)c2n[nH]c3ccccc23)c1	3%	-11%	-1%	-2%	-5	16%	1.3	-34%[inhibitor]	-7%
3	COc1ccc(C(=O)OCCNC(=O)c2ccncc2)cc1OC	1%	-11%	-12%	16%	6	12%	-0.7	-5%	-1%
4	Cc1ccc(NC(=O)c2cc(S(=O)(=O)N3CCC(C)CC3)cn2C)cc1Cl	/	/	/	9%	/	0%	/	-32%[inhibitor]	0%
5	O=C(CN1C(=O)C2CC=CCC2C1=O)N1CCN(S(=O)(=O)c2ccccc2)CC1 (stereo not given)	-1%	16%	-1%	20%	-3	-2%	0.1	-94%[inhibitor]	4%
6	CC(C)CN1CCC(=O)N(CCC#N)CC1	-5%	-4%	-29%	14%	1	-4%	-0.7	9%	19%
7	CCN(CC)C(=O)c1sc2nc(-c3ccccn3)[nH]c(=O)c2c1C	0%	0%	-10%	17%	0	4%	-0.2	i	-6%
8	COc1ccc(-c2csc(-n3cccn3)n2)cc1	-2%	-12%	3%	8%	22	13%	-0.4	-22%	14%
9	CC1(C)CC(=O)C(C(c2ccc3c(c2)OCO3)C2C(=O)CC(C)(C)CC2=O)C(=O)C1	-11%	1%	17µM*	5%	-17	-5%	0.5	i	-5%
10	OCCC1CN(Cc2c(F)cccc2Cl)CCN1C1CCCCC1 (stereo not given)	8%	1%	-5%	-11%	0	25%	-0.2	i	-2%
11	COc1cc(NC(=O)CCc2nnc3ccc(N4CCOCC4)nn23)cc(OC)c1OC	6%	-4%	-4%	5%	4	1%	-2.6	-19%	-6%
12	COc1ccc(N2CCN(Cc3nc(-c4ccccc4)no3)CC2)cc1	14%	-1%	-3%	?	4	10%	-1.0	-4%	15%
13	COc1cc(/C(C)=N/NC(=O)c2nnn(-c3nonc3N)c2-c2cccs2)ccc1O	-1%	-12%	-9%	3%	-8	3%	0.3	-34%[inhibitor]	-9%
14	CCOc1ccccc1C1C(C(N)=O)=C(C)Nc2nc(CCCO)nn21 (stereo not given)	-7%	-13%	-18%	2%	2	-1%	-2.7	4%	0%
15	Cc1cc(-c2nc3ccccc3o2)c2ccccc2n1	10%	-12%	-6%	80%[activator]	14	17%	-2.2	i	11%
16	Cc1ccc(C(=O)CSc2nnc(-c3ccco3)n2Cc2ccccc2)cc1	4%	-8%	2.7µM*	?	-51*	8%	-0.8	-4%[57.5 µM]	-16%
17	COC(=O)c1ccc2c(=O)n(CCN3CCOCC3)c(SCC(=O)Nc3ccc(C)cc3)nc2c1	-1%	24%	-13%	11%	0	0%	-0.4	-35%[inhibitor]	-18%
18	O=C(NNC1CCN(Cc2ccccc2)CC1)c1ccccc1	4%	5%	4%	9%	-4	-2%	1.4	-13%	-1%
19	COc1ccccc1N1CCN(S(=O)(=O)CCNC(=O)CC2CCCC2)CC1	9%	5%	-10%	?	-3	0%	-0.2	i	-9%
20	COc1ccc(S(=O)(=O)N(C)c2ccc(C(=O)N3CCCC3)cc2)cc1	6%	-12%	-7%	3%	1	10%	-3.3	i	-3%
21	S=C(Nc1cccc(Br)c1)N1CCn2cccc2C1c1cccnc1 (stereo not given)	9%	-8%	2%	?	0	2%	0.0	-36%[inhibitor]	-21%
22	Cc1sc(NC(=O)c2ccccc2)c(C(=O)N2CCN(C)CC2)c1C	-6%	-27%	-7%	-4%	12	-1%	0.2	-8%	73%[activator]
23	CC(=O)NS(=O)(=O)c1ccc(NC(=O)c2ccc(Cl)cc2[N+](=O)[O-])cc1	4%	-5%	-7%	7%	10	2%	0.4	i	3%
24	O=C(Nc1cccnc1)c1ccccc1O	-3%	-1%	-4%	-1%	7	0%	-0.5	i	4%
25	CC(C)c1ccc(S(=O)(=O)N2CCN(C(=O)c3cc([N+](=O)[O-])ccc3N3CCOCC3)CC2)cc1	1%	-1%	-15%	-25%	-4	-4%	-3.5	-41%[inhibitor]	0%
26	CCOC(=O)N1CCN(C(=O)C2CC(=O)N(c3ccc(C)cc3)C2)CC1 (stereo not given)	-5%	-5%	3%	-4%	5	8%	-4.5	i	-12%
27	CCOC(=O)N1CCN(C(=O)c2ccc(CSc3ccc(Cl)cc3)cc2)CC1	7%	-18%	27µM*	?	?	7%	-0.9	-46%[inhibitor]	-5%
28	CC(=O)N(C(C)=O)c1ccc(Oc2ccc(Oc3ccc(N(C(C)=O)C(C)=O)cc3)cc2)cc1	10%	-1%	-2%	?	1	-7%	-2.4	-7%	-9%
29	COc1ccc(-n2nnnc2SCC(=O)NCc2ccco2)cc1OC	7%	-2%	-12%	5%	/	6%	1.7	-2%[57.5 µM]	6%
30	O=c1oc2cc(OCc3ccc(F)cc3F)ccc2cc1-c1ccccn1	-2%	1%	1%	4%	-6	-6%	-2.2	-12%	6%

Other structures:
nr	SMILES	EPAC1 agonist	EPAC1 antagonist	PLK1 PBD inh	GLP1R inv ag	PI5P4K alpha inh	GLP-1R agonist	IL-2 act	PTHR1 ag	HEK293 tox
31	CCOC(=O)c1c(-c2ccccc2)csc1NC(=O)CSc1nnnn1C	25%	-17%	-10%	0%	/	3%	3.3	-32%[inhibitor]	5%
32	CCOC(=O)c1cnc2nc(COc3ccccc3)[nH]n2c1=O	0%	-10%	0%	7%	/	-12%	-2.1	i	11%
33	O=C(COC(=O)/C=C/c1ccc(C(F)(F)F)cc1)NC1CCCC1	10%	-1%	-12%	50%[activator]	5	1%	0.8	-32%	-4%
34	CC(=O)Nc1cccc(/C(C)=N/NC(=O)c2c(-c3ccccc3Cl)noc2C)c1	3%	-12%	-11%	5%	-2	3%	-2.4	-40%[inhibitor]	-5%
35	COc1ccc(C2CCCN2C(=S)Nc2ccc(C)c(C)c2)cc1OC (stereo not given)	10%	-2%	-6%	-20%	4	28%	-0.3	-10%	-8%
36	Cn1nnc(NC(=O)CSc2ccc(Cl)cc2)n1	2%	12%	-25%	4%	0	-4%	-3.0	-5%[57.5 µM]	-15%
37	O=C1c2ccccc2C(=O)N1CCC(=O)N1CCCc2ccccc21	-2%	2%	-11%	-17%	-1	22%	2.9	i	-1%
38	CC(C)(C)NC(=O)CN(Cc1cccs1)C(=O)CCC(=O)Nc1nccs1	2%	-13%	-3%	-23%	/	3%	-2.5	-32%[inhibitor][57.5 µM]	3%
39	CC(C)CC(=O)NC1(C(F)(F)F)C(=O)Nc2c1c(=O)[nH]c(=O)n2Cc1ccco1 (stereo not given)	1%	11%	-4%	0%	-14	-6%	-3.2	?	-1%
40	CCCCNS(=O)(=O)c1ccc2nc(SCC(=O)Nc3ccccc3)[nH]c2c1	-7%	?	-11%	-16%	8	0%	-0.1	-32%[inhibitor]	12%
41	COCCNC(=O)c1onc(CSc2ccccc2)c1C(=O)NCCOC	-4%	-6%	-4%	10%	-6	-4%	-0.3	-20%	5%
42	CC1=C(C(=O)N(C(C)C)C(C)C)CC(CC(=O)NCCc2ccccn2)C(=O)N1Cc1ccccc1 (stereo not given)	3%	3%	7%	4%	5	-2%	1.1	-27%	1%
43	Cc1ccc(NC(=O)CCc2ccc(C)o2)c(C)c1	-10%	15%	0%	-26%	1	5%	-2.6	i	0%
44	COc1cc(CN2CCN(Cc3ccc([N+](=O)[O-])cc3)CC2)c([N+](=O)[O-])cc1OC	-3%	-17%	-4%	?	-1	-5%	-3.7	-7%	0%
45	CCCCn1c(N)c(N(C)C(=O)c2cccc(-n3cnnn3)c2)c(=O)[nH]c1=O	5%	15%	-6%	9%	-3	0%	1.3	-40%[inhibitor]	-6%
46	N#CCCSC(=S)C1CCCC1=N (stereo not given)	-6%	10%	-1%	12%	-4	8%	-2.6	-3%	-37%
47	COc1ccc(OC)c(S(=O)(=O)Nc2cccc3ccccc23)c1	8%	-16%	-1%	?	-4	6%	4.0	i	2%
48	CSCCCNC(=S)N1CCN(S(=O)(=O)c2cccc(C(F)(F)F)c2)CC1	-6%	3%	2%	?	0	0%	-3.4	i	-7%
49	O=C(O)c1cc2c(ccc3ccccc32)[nH]1	1%	-3%	-7%	0%	-1	-4%	-2.2	i	1%
50	CCOC(=O)N1CCN(c2c(NCCc3ccc(OC)c(OC)c3)c(=O)c2=O)CC1	10%	2%	-3%	-5%	4	-5%	-3.5	i	-9%
51	Cc1noc(C)c1COC(=O)CN(C)S(=O)(=O)c1ccc(Cl)cc1	5%	-2%	-7%	10%	10	-4%	-0.3	i	0%
52	CCOC(=O)/C=C1\CN(Cc2cc(OC)c(OC)c(OC)c2)S(=O)(=O)c2ccccc21	13%	-13%	-1%	2%	-1	8%	-0.5	-55%[inhibitor]	-14%
53	CC(C)CN1C(=O)/C(=C/c2cccs2)NC1=S	6%	3%	0%	?	/	10%	-1.6	i	?
54	CCOC(=O)c1c(C)[nH]c(C)c1-c1ccccc1OC	-8%	1%	-4%	-16%	-5	-8%	-1.1	-4%	9%
55	O=C(NC1CCC1)C1CCC(=O)N(Cc2cccc(F)c2)C1 (stereo not given)	1%	10%	4%	4%	-2	1%	-1.3	-23%	0%
56	COc1cc(OC)cc(C(=O)NC2CC3CCC(C2)N3Cc2ccco2)c1 (stereo not given)	-3%	-12%	-14%	6%	-7	4%	1.4	i	-9%

Screens (PubChem)

An excerpt (hit frequency here may not be typical).
